Source: PubChem BioAssay
ER stress rescue: rescue of cells from ER stress-induced death, primary screen, 384-well, CSM14.1, thapsigargin, ATP luminescence (AID 1222). 190,000 tested, under 10 active. CSM14.1 thapsigargin-induced death rescue, ATP luminescence; higher % means a stronger effect. cellular ATP content (survival), % at 20 µM, or EC50 in µM where a hit was titrated;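 active means EC50 below 50 µM in the dose-response confirmation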;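 further: death triggered by thapsigargin at about 15 µM added after 2 h compound pretreatment; cell ATP read after overnight thapsigargin exposure of roughly 18 to 22 hours; normalized against plate controls of thapsigargin alone and 5% DMSO vehicle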
b-catenin transl: modulators of beta-catenin nuclear translocation, primary screen, imaging, HeLa cells, immunofluorescence, high-content | nuclear translocation activity, % at 5 µM | 190,000 tested, 0.3% active;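 active means nuclear translocation activity above 50% at 5 µM, with a well cell count of 50 or more; inconclusive means wells under 50 cells across six images, flagged as toxic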;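 further: per-cell ratio of nuclear to cytoplasmic median beta-catenin stain intensity; plate controls were DMSO negative control for no effect and GSK-3 inhibitor IX positive control for full effect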
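Test system: human HeLa cells, native beta-catenin. Compound dosing: 5 µM primary single dose, 0.1% DMSO, 0.02–20 µM confirmation series. Incubation: compound exposure 24 h at 37°C. Detection: beta-catenin immunostaining with DAPI counterstain, 20x imaging, 6 fields/well. Read-out basis: Nuclear/cytoplasmic beta-catenin signal ratio, % activation.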
Hep lipid drop: inhibitors of hepatocyte lipid droplet formation, primary screen, imaging, high-throughput imaging, BODIPY stain. AML12 mouse hepatocytes, oleate lipid droplets. inhibition, % at 6.5 µM. 240,000 tested, 0.4% active. AID 1656, 2009;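 active means lipid droplet intensity inhibited by at least 50%, with more than 500 cells counted; inconclusive means wells with under 300 cells, treated as cytotoxic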
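System: AML12 hepatocytes (mouse). Probe or stimulus: oleic acid at 100 µM to induce lipid droplet formation. Times: overnight treatment with compound plus oleate. Detection: Image-based BODIPY and DAPI two-channel analysis. Evaluation: percent inhibition of filter-corrected integrated lipid droplet intensity per well.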
XIAP antagonists: XIAP antagonists, biochemical, IAP family, fluorescence polarization (AID 1018); E3 ubiquitin-protein ligase XIAP (Homo sapiens); XIAP BIR domain, fluorescence polarization peptide displacement; higher % means a stronger effect; displacement, % at 20 µM, or IC50 in µM where a hit was titrated; 200,000 tested, 0.007% active; in the data active means displacement above about 50%; further: a part of the inactive calls stands beside numbers as strong as those of hits
WT yeast gro inh: growth inhibition of WT strain, primary screen, mitochondrial fusion inhibitor project, WT and mutant strains, chemical genetic | mitochondrial fusion phenotypic screen | inhibition, % at 10 µM | 190,000 tested, 2.1% active | AID 1362, 2008; in the data active means inhibition above about 58%; tested in S. cerevisiae
Dynein transport: inhibitors of GR-EGFP nuclear translocation, primary screen, dynein cargo transport inhibitor project, imaging, high-content, 3617.4 mouse cells. 220,000 tested, 0.47% active. test concentration mostly 20 µM; stimulated with dexamethasone, 1 µM; active compounds read low. z-score, hits read low;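 active means plate z-score of nuclear minus cytoplasmic receptor signal below a set negative limit, without overly bright fluorescence or cell loss, cut at about -3.5 in these data, passing the limit was not always enough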;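 further: z-score of nuclear minus cytoplasmic ring GR-EGFP intensity difference per well; some compounds called inactive have numbers as strong as hits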
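Also added: dexamethasone, 1.0 µM final. Medium: tet-free, stripped-serum medium. Detection: fixed, Hoechst-stained cells imaged at 10x for EGFP. Read-out: nuclear-to-cytoplasmic GR-EGFP distribution per well. Times: induction 48 h, compound 1 h, agonist 30 min.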
MT stabilizer: microtubule stabilizers in HeLa cells, primary screen, imaging, high-content imaging. 200,000 tested, 0.83% active. HeLa tubulin immunostaining HCS, 24 h; share of cells brighter than vehicle mean+2SD. % tubulin-high responders, % at 10 µM;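 active means plate Z-score above 3 for both tubulin-high and condensed-nucleus cell shares, with cell loss under 80%, at 10 µM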;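 further: anti alpha tubulin signal scored within the nucleus-defined area of each cell; some results filed as inactive read as strong as hits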
Ins promoter up: insulin promoter activators in MIN6 cells, imaging, high-content screening, mouse beta cells | MIN6 insulin promoter-GFP reporter; active compounds read high | z-score at 5 µM | AID 1625, 2009 | 190,000 tested, 0.3% active;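 active means z-score above 3 at 5 µM with at least 500 cells counted in the well; inconclusive means wells under 500 cells, flagged as cytotoxic or low count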
Autophagy HCS: autophagy modulators in MEF cells, primary screen, imaging, high-content, MEF GFP-LC3 | MEF GFP-LC3 puncta imaging; test concentration mostly 10 µM | calls only at 10 µM (by protocol) | 190,000 tested, 0.98% active | AID 463193, 2010;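 active means percentage of spot-positive cells more than 3 SD above its plate mean, without a fluorescence outlier flag or 80% toxicity; inconclusive means no clear call, values can overlap the other calls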;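 further: spot-positive cell cutoff set from DMSO-treated cells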
WT yeast gro inh mutant strain: further read-out of WT yeast gro inh, marked with its call; inhibition, %; mitochondrial fusion phenotypic screen, mutant strain inhibition
Dynein transport cytoplasmic EGFP: recorded beside Dynein transport, whose call it bears; z-score; measured here: cytoplasmic GR-EGFP intensity; active compounds read high
Dynein transport nuclear GR-EGFP: also measured in Dynein transport; calls as there; z-score; measured here: nuclear GR-EGFP intensity;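 lower value marks the stronger effect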
Dynein transport cell count: also measured in Dynein transport; calls as there; z-score; measured here: cell count per field
Ins promoter up cell count: recorded beside Ins promoter up, whose call it bears; cell count; measured here: cytotoxicity, nuclei count;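 total cells summed across four imaged fields per well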
Hep lipid drop cells 6.5 µM: further read-out of Hep lipid drop, marked with its call; cell count; measured here: cell count, cytotoxicity flag;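 cells counted across two imaged fields per well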
b-catenin transl cell count 5 µM: also measured in b-catenin transl; calls as there; cell count; measured here: cell count, cytotoxicity flag
MT stabilizer Hoechst-high %: further read-out of MT stabilizer, marked with its call; % Hoechst-high responders; measured here: nuclear condensation Hoechst responders;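 share of cells brighter than vehicle mean plus two SD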
MT stabilizer cytotoxicity %: second read-out of MT stabilizer, no call of its own (marks repeat the call); toxicity, %; measured here: cytotoxicity by cell density;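 0% = mean cell density of plate MIN control wells and 100% = no cells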
Autophagy HCS cell loss 18 h: recorded beside Autophagy HCS, whose call it bears; toxicity, %; measured here: cell loss, nuclei count;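 cell loss after 18 h compound exposure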
An asterisk follows results filed as active; i = inactive; ? = inconclusive; / = no result given.

Order of values – ER stress rescue	b-catenin transl	b-catenin transl cell count 5 µM	Hep lipid drop	Hep lipid drop cells 6.5 µM	XIAP antagonists	WT yeast gro inh	WT yeast gro inh mutant strain	Dynein transport	Dynein transport cytoplasmic EGFP	Dynein transport nuclear GR-EGFP	Dynein transport cell count	MT stabilizer	MT stabilizer Hoechst-high %	MT stabilizer cytotoxicity %	Ins promoter up	Ins promoter up cell count	Autophagy HCS	Autophagy HCS cell loss 18 h
> CCN(CC(=O)NC(C)C)C(=O)CCNC(=O)c1ccc(Cl)cc1
  /	0.6	1017	-2	680	-0.8%	-17	-10	-0.75	-0.2	-0.37	1.1	2.5	4.6	4.8	0.09	1200	i	7
> CCO[C@H]1OC(C(=O)NCc2nc3ccccc3[nH]2)=C[C@@H](C2CC2)[C@@H]1CCCO
  -1.6%	122*	237*	?	/	-4.3%	-9	-2	0.2	-0.21	0.39	0.077	22*	38*	47*	0.81	825	i	39
> CC(=O)c1cc(NC(=O)c2ccccc2)c(=O)oc1/C=C/N(C)C
  -1.5%	0.5	1316	/	/	0.1%	-19	7	0.17	-0.2	-0.1	0.093	1.8	1.5	7.9	0	1572	i	9
> CC(=O)c1c(C)nc(-c2ccc(Cl)cc2)nc1N=CN(C)C
  -3.3%	0.4	954	-2	656	-82%	-12	-18	-1.2	0.25	-0.19	-0.013	6.6	1.4	1.7	-0.07	1667	i	5
> O=C(COC(=O)CNC(=O)c1ccc(Cl)cc1)Nc1ncc(C(F)(F)F)cc1Cl
  -4.8%	-1.1	1000	16	693	-4.0%	13	9	1.7	-0.26	0.42	-0.13	5.4	2.3	11	/	/	i	-11
> CNC(=S)N1CCn2cccc2C1c1ccc(F)cc1 (stereo not drawn)
  -0.7%	-2.3	960	-3	699	-7.6%	-13	-2	-0.85	-0.32	-0.061	1	0.6	1.0	1.8	0.34	1681	i	1
> COC(=O)C1=C(CSc2nnnn2C)NC(=O)NC1c1cc(C)ccc1C (stereo not drawn)
  0.1%	0.9	1087	6	750	0.9%	3	-13	1	-0.26	0.66	0.21	1.3	0.7	19	-0.61	1398	i	-9
> Cc1noc2ncnc(Sc3ccc(Cl)cc3)c12
  -2.3%	-1.9	1216	5	778	-1.5%	-2	4	-1.1	0.27	-0.2	0.46	1.2	0.7	11	0.9	1162	i	-9
> Cc1cc2c3nonc3ccc2n1-c1ccccc1
  2.6%	-0.8	1431	/	/	-3.4%	18	9	-0.82	-0.32	-0.19	0.44	4.6	2.0	10	-0.02	1605	i	-4
> CCOc1ccc(C2N(c3ccc(Cl)cc3)C(=O)C3CCCN32)cc1OC (stereo not drawn)
  -0.2%	-0.8	1183	/	/	-8.8%	10	8	0.2	-0.16	0.16	0.2	2.9	3.4	6.0	1.1	1007	i	4
> Cc1cccc(N2C(=S)NC3c4ccccc4OC2(C)C3C(=O)N(C)C)c1 (stereo not drawn)
  0.4%	-0.9	1044	2	729	-4.0%	14	-2	1.7	0.022	0.81	-0.47	2.2	2.2	7.8	/	/	i	4
> CCOC(=O)N1CCN(C(=O)CSCc2ccccc2Cl)CC1
  -2.9%	/	/	-31	682	-17%	15	-12	0.98	0.15	0.66	-0.36	2.6	1.7	0.2	?	/	i	1
> CCN(CC)S(=O)(=O)c1ccc(C)c(NC(=O)COC(=O)CNC(=O)c2ccc(C(C)(C)C)cc2)c1
  -3.7%	-1.1	551	0	621	-10%	-6	-15	-0.66	-0.17	-0.71	1.1	2.2	3.2	3.4	0.41	1165	i	-13
> CCn1nc(C(=O)NC2=NCCS2)c2ccccc2c1=O
  0.4%	0.7	1172	/	/	-3.6%	1	1	-0.87	-0.073	-0.44	1.2	1.6	4.0	5.9	0.28	1106	i	0
> COC(=O)c1ccc(/C=N/OCC(=O)NCc2ccc(F)cc2)cc1
  0.0%	-1.6	1045	0	722	-5.6%	10	-1	-0.034	-0.28	0.49	-0.61	2.7	1.9	4.8	-0.78	1292	i	10
> COc1cccc(/C=N/NC(=O)c2c(C)nc3ccc(Br)cn23)c1O
  -1.1%	-0.2	788	-52	548	-3.3%	-3	6	-0.89	-0.3	-0.51	1.2	3.3	3.7	16	-4.5	676	i	27
> Fc1ccc2c(c1)C1C=CCC1C(c1cc3c(cc1Br)OCO3)N2 (stereo not drawn)
  -0.7%	0.8	1364	/	/	-11%	18	6	-0.33	0.029	0.4	0.36	18	9.8	22	-0.44	1360	i	35
> O=C(O)C1=C(C(=O)Nc2cc(C(F)(F)F)ccc2Cl)CCCC1
  1.0%	-0.4	1523	13	629	-3.9%	14	-11	-0.043	-0.34	-0.6	0.93	1.8	1.6	8.6	0.57	1485	i	-6
> COc1cc(OC)c2c(-c3ccccc3)cc(=O)oc2c1C(CC(=O)N1CCOCC1)c1ccc(N(C)C)cc1 (stereo not drawn)
  /	-2.7	1120	18	720	/	/	/	-0.013	-0.73	0.1	0.21	/	/	/	0.44	1116	/	/
> Cc1[nH]c2ccccc2c1/C=N/NC(=O)c1cc(C(C)(C)C)[nH]n1
  /	0.8	1189	-9	626	/	/	/	-0.074	-0.2	0.45	-0.21	/	/	/	0.08	960	/	/

The last 3 records of the part above are carried over, then new ones follow.
SMILES,ER stress rescue,b-catenin transl,b-catenin transl cell count 5 µM,Hep lipid drop,Hep lipid drop cells 6.5 µM,XIAP antagonists,WT yeast gro inh,WT yeast gro inh mutant strain,Dynein transport,Dynein transport cytoplasmic EGFP,Dynein transport nuclear GR-EGFP,Dynein transport cell count,MT stabilizer,MT stabilizer Hoechst-high %,MT stabilizer cytotoxicity %,Ins promoter up,Ins promoter up cell count,Autophagy HCS,Autophagy HCS cell loss 18 h
O=C(O)C1=C(C(=O)Nc2cc(C(F)(F)F)ccc2Cl)CCCC1,1.0%,-0.4,1523,13,629,-3.9%,14,-11,-0.043,-0.34,-0.6,0.93,1.8,1.6,8.6,0.57,1485,i,-6
COc1cc(OC)c2c(-c3ccccc3)cc(=O)oc2c1C(CC(=O)N1CCOCC1)c1ccc(N(C)C)cc1 (stereo not drawn),/,-2.7,1120,18,720,/,/,/,-0.013,-0.73,0.1,0.21,/,/,/,0.44,1116,/,/
Cc1[nH]c2ccccc2c1/C=N/NC(=O)c1cc(C(C)(C)C)[nH]n1,/,0.8,1189,-9,626,/,/,/,-0.074,-0.2,0.45,-0.21,/,/,/,0.08,960,/,/
CCC(C)Cn1c(C)nc2ccccc21 (stereo not drawn),1.2%,-0.5,1216,-7,788,-7.7%,-3,-18,-0.24,-0.26,-0.098,0.51,3.9,2.5,2.7,-1.2,1107,i,4
Cc1ccc(NC(=O)c2ccccc2N(C)S(=O)(=O)c2ccccc2)c(C)c1,0.4%,0.7,562,-24,548,0.2%,-7,-52,0.73,0.24,0.085,-1.2,2.0,2.7,14,0.41,1391,i,1
COc1ccccc1NC(=O)Nc1ccc(Br)cn1,5.0%,-2.9,1124,/,/,0.3%,3,-5,-1.3,-0.19,-0.32,1.2,2.3,1.3,0.7,-0.94,1186,i,15
O=C(NNc1ccc(Cl)cc1)c1c(F)cccc1Cl,/,-1.9,1146,9,643,/,/,/,-0.76,-0.23,-0.46,0.81,/,/,/,-0.56,1441,/,/
COc1cc(/C=C2/CCC/C(=C\c3cc(O)c(OC)c(Cl)c3)C2=O)cc(Cl)c1O,-0.2%,/,/,/,/,-3.8%,/,/,-2.8,0.25,-0.96,-0.036,4.9,7.6,20,/,/,i,20
COC(=O)c1ccc(C(=O)OC)c(NC(=S)N2CCCCC2C)c1 (stereo not drawn),-0.3%,-2.2,1085,26,701,-6.8%,-19,-8,0.39,-0.15,0.99,-0.63,2.6,2.4,10,0.25,1142,i,-6
